HIF act = HIF pathway transcriptional activators, primary screen, cell-based, U2OS HRE-luciferase, luminescence | activation, % at 7.5 µM (by protocol) | U2OS HRE-luciferase reporter; normalized: DMSO 0%, desferrioxamine 100% | actives 0.32% (n = 300,000) | AID 1910, 2009;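 active = mean activation of at least 10% of the iron chelator positive control signal, with at least half of replicates also reaching 10%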
TRPC4 act = activators of mouse TRPC4 channel, primary screen, Fluo4 calcium, HEK293 TRPC4beta/mu-opioid cells; Short transient receptor potential channel 4 (Mus musculus), Q9QUQ5; Fluo4 calcium fluorescence; hits give high values; B-score at 10 µM; actives 0.49% (n = 310,000);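 active = B-score above 5 SD of library B-scores, and initial fluorescence ratio not above library mean plus 5 SD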;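 also: positive B-score marks a calcium rise read as TRPC4 activation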
Target sequence (Q9QUQ5 whole entry, looked up): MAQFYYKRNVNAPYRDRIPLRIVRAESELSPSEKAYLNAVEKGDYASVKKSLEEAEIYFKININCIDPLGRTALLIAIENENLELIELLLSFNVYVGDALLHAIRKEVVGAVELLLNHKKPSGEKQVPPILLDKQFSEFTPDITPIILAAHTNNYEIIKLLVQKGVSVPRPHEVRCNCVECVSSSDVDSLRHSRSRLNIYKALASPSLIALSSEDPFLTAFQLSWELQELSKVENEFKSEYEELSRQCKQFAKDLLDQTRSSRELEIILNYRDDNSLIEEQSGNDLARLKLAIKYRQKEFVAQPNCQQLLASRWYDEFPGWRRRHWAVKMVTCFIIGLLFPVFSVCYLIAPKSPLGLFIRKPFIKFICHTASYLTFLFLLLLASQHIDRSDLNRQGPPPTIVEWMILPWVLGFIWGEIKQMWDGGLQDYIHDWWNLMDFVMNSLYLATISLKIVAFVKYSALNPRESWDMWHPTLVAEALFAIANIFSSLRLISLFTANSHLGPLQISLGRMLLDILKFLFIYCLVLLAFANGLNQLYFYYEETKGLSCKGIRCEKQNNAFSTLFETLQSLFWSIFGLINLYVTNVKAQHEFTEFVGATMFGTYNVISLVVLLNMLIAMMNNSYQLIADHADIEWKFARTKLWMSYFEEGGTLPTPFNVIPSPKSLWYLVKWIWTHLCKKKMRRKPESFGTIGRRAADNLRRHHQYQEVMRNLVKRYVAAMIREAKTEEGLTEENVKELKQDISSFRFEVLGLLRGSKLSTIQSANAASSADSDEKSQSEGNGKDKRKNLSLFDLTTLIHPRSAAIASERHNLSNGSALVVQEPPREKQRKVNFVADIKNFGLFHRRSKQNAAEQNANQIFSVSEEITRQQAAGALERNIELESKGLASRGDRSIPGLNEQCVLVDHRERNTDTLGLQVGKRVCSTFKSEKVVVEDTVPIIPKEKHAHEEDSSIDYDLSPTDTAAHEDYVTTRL
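System – HEK293 cells stably co-expressing mouse TRPC4beta and mu-opioid receptor · Signal – Fluo4 calcium-sensitive dye fluorescence, kinetic, 1 Hz baseline · Benchmarks – buffer (low) and maximal DAMGO (high) · Read-out – B score of integrated fluorescence ratio per well · Incubation – dye loading 45 min room temperature, 110 s kinetic read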
AI-2 QS mod = Vibrio harveyi AI-2 quorum sensing modulators, primary screen, JMH597 strain, luminescence/OD600 ratio; activity change, % at 7.5 µM; Vibrio harveyi JMH597 AI-2 luminescence/OD600 ratio, 9 h; hits give low values; strain lacks LuxN and CqsS sensors; 0 = neutral-control median; actives 0.4% (n = 300,000); in the data active = activity change below about -75%, passing the limit was not always enough;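 also: luminescence divided by OD600 gain over 9 h not by final OD600 alone; inactives centre near 13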
MrgX1 allo act = positive allosteric modulators of MrgX1, primary screen, HEK293 cells, Fluo-4 calcium flux | Mas-related G-protein coupled receptor member X1 (Homo sapiens), Q96LB2 | FDSS; hits give high values | B-score at 10 µM | actives 0.63% (n = 310,000);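 active = plate-corrected calcium response at least 3 library SD above typical, normal starting fluorescence, not activating the receptor alone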;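 also: compound read alongside a low EC10 to EC30 dose of BAM8-22 agonist; peak minus trough fluorescence over baseline measured at the second addition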
TRPC4 inh = inhibitors of mouse TRPC4 channel, primary screen, Fluo4 calcium, HEK293 TRPC4beta/mu-opioid cells; actives 0.39% (n = 300,000); B-score at 10 µM; DAMGO-evoked Fluo4 calcium flux; hits give low values; Short transient receptor potential channel 4 (Mus musculus), Q9QUQ5;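 active = B-score over 3 SD under the library average, no early fluorescence shift, positive overall ratio signal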
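Assay system: Stable TRPC4beta/mu-opioid receptor HEK293 cells | Reagent: DAMGO in two steps, submaximal then maximal | Compound dosing: Single concentration per test compound | Signal: Fluo4 Ca2+ flux fluorescence | Evaluation: Per-well B score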
MrgX1 antagonist = antagonists of human MrgX1 receptor, primary screen, HEK293 cells, Fluo-4 calcium flux | Mas-related G-protein coupled receptor member X1 (Homo sapiens), Q96LB2 | BAM8-22 antagonism; hits give low values | B-score at 10 µM | actives 1.3% (n = 310,000) | AID 588676, 2011;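 active = calcium-response B-score plate-corrected more than 3 library SD below zero, starting fluorescence within 5 deviations, no agonist response on first addition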;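 also: peak minus trough fluorescence over baseline after final BAM8-22 challenge near maximal dose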
TRPC6 activator = mouse TRPC6 channel activators, primary screen, cell-based, HEK293, membrane potential dye. actives 0.13% (n = 310,000). Short transient receptor potential channel 6 (Mus musculus), Q61143. HEK293-TRPC6 membrane potential dye fluorescence; hits give high values. B-score at 10 µM;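 active = B-score of the integrated fluorescence ratio above library mean plus 3 SD, and starting fluorescence ratio within library mean plus 5 SD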;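 also: higher score means more depolarization so channel activation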
PolyA inhibitor = polyadenylation inhibitors in yeast reporter cells, primary screen, luminescence, S. cerevisiae; S. cerevisiae SKY197-pL101 polyadenylation reporter, beta-gal luminescence; efflux-impaired pdr1/pdr3 knockout yeast; score 100 = 6 SD above DMSO; calls only at 12 µM; actives 0.02% (n = 300,000);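 active = lowest replicate activity score at least 50, where 100 means six control SD above control mean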;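 also: yeast exposed to compound for 9 h at 30 °C; higher score means more reporter readthrough which indicates perturbed polyadenylation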
TRPC4 potent = positive allosteric modulators of TRPC4, primary screen, cell-based, mouse TRPC4beta, HEK293 mu-opioid, Fluo-4 calcium | B-score at 10 µM | DAMGO EC20, Fluo-4 Ca2+ flux; hits give high values | Short transient receptor potential channel 4 (Mus musculus), Q9QUQ5 | actives 0.42% (n = 310,000);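 active = B-score of calcium response area above 5 SD of library B-scores, with initial fluorescence ratio within 5 SD of library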;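 also: B-score of integrated fluorescence ratio over time as area under calcium response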
MrgX1 ag = agonists of human MrgX1 receptor, primary screen, HEK293 cells, Fluo-4 calcium flux | AID 588627, 2011 | actives 0.44% (n = 310,000) | B-score at 10 µM | Fluo-4 calcium fluorescence, agonist mode; hits give high values | Mas-related G-protein coupled receptor member X1 (Homo sapiens), Q96LB2;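 active = calcium response B-score plate-corrected fluorescence ratio at least 3 library SD, with starting fluorescence B-score inside 5 SD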
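Assay system: MrgX1-expressing HEK293 cells / Amount: fifteen thousand cells per well / Doses: test compound in the initial addition of three / Timing: cells plated overnight, dye loaded 0.5 h 37 °C, 0.5 h room temperature / Technique: kinetic calcium dye fluorescence, Fluo-4 NW / Control set: positive and negative controls per plate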
TRPC6 inhibitor = mouse TRPC6 channel inhibitors, primary screen, cell-based, HEK293, membrane potential dye; B-score at 10 µM; AID 2553, 2010; Short transient receptor potential channel 6 (Mus musculus), Q61143; ACh-evoked depolarization; hits give low values; actives 1.1% (n = 310,000);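 active = B-score under library mean minus 3 SD, initial fluorescence not abnormally high, positive integrated signal ratio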;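 also: B-score derived from integrated fluorescence ratio over the kinetic read; more negative B-score means stronger inhibition of depolarization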
* hit, by the source's call; i = inactive; . = not tested or not shown. A portion of the library; count on the stated rates, not on these rows.

Results follow in this order: HIF act, MrgX1 allo act, TRPC4 act, TRPC6 activator, TRPC6 inhibitor, PolyA inhibitor, TRPC4 potent, MrgX1 ag, MrgX1 antagonist, AI-2 QS mod, TRPC4 inh
- COc1ccccc1N(CC(O)Cn1c(C)nc2ccccc21)S(=O)(=O)c1ccccc1 (stereo not drawn)
  -0.1, i, i, i, i, i, i, i, i, 36.7, i
- COc1cc2c(cc1OC)CN(Cc1cc(OC)c3c(c1)OCO3)CC2
  -0.4, i, i, i, i, i, i, i, i, 7.4, i
- O=C(O)c1cc([N+](=O)[O-])cc2c1C=Cc1ccccc1O2
  -7.1, i, i, i, i, i, i, i, i, -21.0, i
- CC(C)C12CCC(C(=O)O)C(C1)C(=O)O2 (stereo not drawn)
  -0.5, i, i, i, i, i, i, i, i, 40.8, i
- O=C(Nc1ccc2c(c1)OCO2)C1CCN(c2ccc(S(=O)(=O)N3CCOCC3)cc2)CC1
  0.0, i, i, i, i, i, i, i, i, 36.9, i
- CC(C(=O)NC1CCCCCC1)n1cc([N+](=O)[O-])cn1 (stereo not drawn)
  -0.4, i, i, i, i, i, i, i, i, 5.7, i
- CCN(CC)CCCNC(=O)CCC(=O)Nc1ccc2nc(N3CCC(C)CC3)cc(C)c2c1
  0.4, i, i, i, -6.08*, i, i, i, i, 7.7, i
- CCN1CCN(C(=O)c2ccc(Cl)c(S(=O)(=O)N3CCCCC3)c2)CC1
  -0.1, i, i, i, i, i, i, i, i, 6.3, i
- Cc1nc(-c2ccccc2)sc1C(=O)NN
  -0.8, i, i, i, i, i, i, i, i, 9.0, i
- COc1ccc(OCc2nnc3n2N=C(c2ccc(Br)cc2)CS3)cc1
  0.0, i, i, i, i, ., i, i, i, 27.1, i
- CCN1CCN(Cc2ccc(NC(=O)c3cc(NC(=O)c4ccno4)cc(OC)c3)cc2C(F)(F)F)CC1
  1.2, i, i, i, i, i, i, i, i, 16.3, i
- O=c1c2ccccc2nc2n1C(CBr)CS2 (stereo not drawn)
  -0.7, i, i, i, i, i, i, i, i, 24.8, i
- CCOC(=O)c1ccc(-n2c(CN3CCOCC3)nc3ccc([N+](=O)[O-])cc3c2=O)cc1
  0.4, i, i, i, i, i, i, i, i, -6.1, i
- Cn1cnnc1SCC(=O)Nc1ccc(S(N)(=O)=O)cc1
  0.9, i, i, i, i, i, i, i, i, 14.5, i
- O=C1OCC2=C1C(c1ccccc1)CC(=O)N2c1ccc(F)cc1 (stereo not drawn)
  0.1, i, i, i, i, i, i, i, i, 13.5, i
- COc1ccc(-n2nnc3c(SCc4ccccc4)ncnc32)cc1
  0.5, i, i, i, i, i, i, i, i, 22.7, i
- O=C(CC1NCCNC1=O)OCCCc1ccccc1 (stereo not drawn)
  -0.1, i, i, i, i, i, i, i, i, 13.6, i
- COc1ccc(C(=O)NCCc2c[nH]c3ccc(OC)cc23)cc1
  -1.4, i, i, i, i, i, i, i, i, 11.4, i
- CCOC(=O)c1cnc2c(C)c(C)ccc2c1Nc1ccc(S(=O)(=O)Nc2ncccn2)cc1
  1.3, i, i, i, i, i, i, i, i, 25.3, i
- CC(C)(C)c1ccc(C(=O)NCC(=O)OCCN2C(=O)c3ccccc3C2=O)cc1
  1.3, i, i, i, i, i, i, i, i, 11.9, i
- NC1=NC(=O)C(Cc2ccccc2)S1 (stereo not drawn)
  0.3, i, i, i, i, i, i, i, i, 11.8, i
- Cc1c(NC(=O)/C(C#N)=C/c2ccc(-c3ccccc3Cl)o2)c(=O)n(-c2ccccc2)n1C
  0.0, i, i, i, i, i, i, i, i, 10.3, i
- CCCOC(=O)C1=C(C)NC2=C(C(=O)CC(C)(C)C2)C1c1cccnc1 (stereo not drawn)
  -0.4, i, i, i, i, i, i, i, i, 14.3, i
- O=C(CN1CCN(c2ccccn2)CC1)Nc1ccccc1
  -0.3, i, i, i, i, i, i, i, i, -1.8, i
- CCOc1ccccc1CNC(=O)CCn1ccc2cc(S(=O)(=O)N3CCCCC3)ccc21
  -0.3, i, i, i, i, i, i, i, i, 9.9, i
- CSCCC(NC(=O)c1c(C)oc2c1CCCC2)C(=O)O (stereo not drawn)
  -0.4, i, i, i, i, i, i, i, i, 25.7, i
- CCCCC1(C)NC(=S)N2N1C(=S)NC2(C)CCCC (stereo not drawn)
  0.6, i, i, i, i, i, i, i, i, 12.0, i
- COc1ccc(-c2c(C#N)sc(C(N)=O)c2-c2ccc(OC)cc2)cc1
  -0.3, i, i, i, i, i, i, i, i, 2.7, i
- O=C(Nc1cnccn1)Nc1ccccc1Cl
  0.1, i, i, i, i, i, i, i, i, 6.7, i
- COC(=O)Cc1[nH]n(-c2nc3ccccc3s2)c(=O)c1C(C)=O
  0.2, i, i, i, i, i, i, i, i, 21.0, i
- Cc1onc(-c2ccccc2)c1-c1nc2cc(Cl)ccc2c(=O)o1
  -0.1, i, i, i, i, i, i, i, i, 22.6, i
- OCC1CCCN(C(=S)Nc2ccc(Nc3ccccc3)cc2)C1 (stereo not drawn)
  3.9, i, i, i, i, i, i, i, i, 11.9, i
- CCCc1ccc(NS(=O)(=O)c2c(C)oc(C)c2C(=O)OC)cc1
  0.1, i, i, i, i, i, i, i, i, ., i
- CSc1nnc(-c2cc3ccccc3cc2O)n1C
  ., i, i, i, i, ., i, i, i, 39.5, i
- S=C(NCc1ccccc1)NN1CCOCC1
  -0.7, i, i, i, i, i, i, i, i, 2.6, i
- CN(C)S(=O)(=O)c1cc(NC(=O)CN2CCOCC2)ccc1Cl
  0.2, i, i, i, i, i, i, i, i, 8.1, i
- O=C(O)CCC(=O)N1N=C(c2ccc(Br)cc2)CC1c1cccc(Br)c1 (stereo not drawn)
  0.6, i, i, i, i, i, i, i, i, 48.4, i
- CSc1nc(Oc2ccccc2)c2sccc2n1
  -0.5, i, i, i, i, i, i, i, i, 31.1, i
- COc1ccccc1NC(=S)NC1CC2CCC1C2 (stereo not drawn)
  -0.6, i, i, i, i, i, i, i, i, 0.4, i
- Cc1cc(/C=N/Nc2ncnc(N)c2[N+](=O)[O-])c(C)n1-c1ccccc1
  ., i, i, i, i, i, i, i, i, 9.6, i
- COCCCNC(=S)N/N=C/c1ccc(N(C)C)cc1Cl
  0.5, i, i, i, i, i, i, i, i, 13.0, i
- CCOC(=O)C(NC(=O)NC1CCCCC1)(c1ccccc1)C(F)(F)F (stereo not drawn)
  0.1, i, i, i, i, i, i, i, i, 8.6, i
- COC(=O)c1ccc(NS(=O)(=O)c2cc3c4c(c2)C(C)C(=O)N4CCC3)cc1 (stereo not drawn)
  0.0, i, i, i, i, i, i, i, i, 11.7, i
- CCOC(=O)Cc1nnc(Nc2ccc(C)cc2C)c2ccccc12
  -0.1, i, i, i, i, i, i, i, i, 5.3, i
- CCNc1ccc(C(=O)N/N=C/c2c(C)nn(-c3ccccc3)c2N2CCCC2)cc1[N+](=O)[O-]
  -0.2, i, i, i, i, i, i, i, i, 15.0, i
- COc1ccc(CCNC(=O)CSc2ncnc3c2oc2ccccc23)cc1OC
  -0.5, i, i, i, i, i, i, i, i, 16.3, i
- O=S(=O)(NCc1ccco1)c1ccc2ccccc2c1
  -1.0, i, i, i, i, i, i, i, i, 11.7, i
- CCOc1cc(C(=O)OCC(=O)NCc2ccco2)cc(OCC)c1OCC
  -0.1, i, i, i, i, i, i, i, i, 22.7, i
- CCc1nc(CN2CCN(c3ccc(C(F)(F)F)cn3)CC2)c(C)[nH]1
  -0.4, i, i, i, i, i, i, i, i, 28.7, i
- Cc1sc2nc(SCC(=O)OC(C)C)n(C)c(=O)c2c1C
  0.1, ., i, i, i, i, i, ., ., 28.9, i
- COc1cccc(CN2CCNC(=O)C2CC(=O)N(C)C2CCOCC2)c1 (stereo not drawn)
  -0.3, i, i, i, i, i, i, i, i, 20.5, i
- CC1=C(C(=O)Nc2ccccc2)C(c2ccncc2)C(C#N)=C(SCC(=O)NC2CC2)N1 (stereo not drawn)
  -0.3, i, i, i, i, i, i, i, i, -10.2, i
- CCOC(=O)N1CCN(C(=O)c2ccc3nc4cc(Cl)ccc4c(=O)n3c2)CC1
  -0.4, i, i, i, i, i, i, i, i, 26.1, i
- Cc1ccc2nsnc2c1S(=O)(=O)N1CCN(CCc2ccccc2)CC1
  1.9, i, i, i, i, i, i, i, i, 2.9, i
- O=C(Cc1ccccc1)NCC(=O)OCC(=O)c1ccc(F)cc1
  -0.6, i, i, i, i, i, i, i, i, 19.2, i
- Cc1ccc2c(c1)c(N=Nc1cccc(C(=O)O)c1)c(O)n2C
  0.1, i, i, i, i, i, i, i, i, 25.6, i
- Cc1ccc(NC(=O)Nc2ccccc2C#N)c(Cl)c1
  -1.0, i, i, i, i, i, i, i, i, 30.9, i
- CC(=O)NCC(=O)OCC(=O)N1c2ccccc2Sc2ccccc21
  -1.2, i, i, i, i, i, i, i, i, 16.4, i
- C=C1CC(C)OC(c2ccccc2OCC(O)CN2CCCCC2)C1 (stereo not drawn)
  -0.4, i, i, i, i, i, i, i, i, 7.8, i
- CCOC(=O)C1=C(c2ccc(OC)cc2)C(=O)c2ccccc2C1=O
  -6.3, i, i, i, i, i, i, i, i, 43.0, i

Source: PubChem
